INS-1E ATP HTS: rescue of cytokine-induced death in INS-1E beta cells; INS-1E cytokine-induced death, ATP luminescence, 48 h; normalised: neutral wells 0, positive control 100; protection from cytokine-induced ATP loss, % at 10 µM; 20,000 compounds, 0.1% hits; AID 488910;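 active = mean replicate protection from cytokine-induced ATP loss at least 50% and at least 75% of replicates each reaching 50%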
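Test system: INS-1E rat cells | Quantity: 8000 cells per well | Medium: Phenol-red-free RPMI with 5% fetal bovine serum | Reagent: Cytokine cocktail of IFN-γ, TNF-α and IL-1β | Doses: One compound concentration, pin transfer | Timing: 48 h co-treatment, 10 min post-lysis read | Technique: Luminescent ATP assay (CellTiter-Glo)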
T cruzi intra: blocks T. cruzi growth inside host cells. activity score (inhibition), % at 5.01 µM. intracellular Trypanosoma cruzi in host cells, plate reader. 22,000 compounds, 4.9% hits; in the data active = activity score above about 55%;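 note: parasites and compound incubated about four days before reading; 0% = median of neutral control wells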
* hit, by the source's call; . = no result given.

1	C[C@H](CO)N1C[C@H](C)[C@@H](CN(C)C(=O)Nc2ccccc2)Oc2ccc(NC(=O)Cn3cnnn3)cc2C1=O
2	O=C(CCCCCCC(=O)Nc1ccccc1O)N/N=C/c1cccnc1
3	C[C@H]1CN([C@@H](C)CO)C(=O)c2cc(NC(=O)Nc3ccc4c(c3)OCO4)ccc2O[C@H]1CN(C)C(=O)Nc1ccc(C(F)(F)F)cc1
4	C[C@H](CO)N1C[C@H](C)[C@@H](CN(C)C(=O)Nc2ccc3c(c2)OCO3)Oc2ccc(NC(=O)Nc3cccc4ccccc34)cc2C1=O
5	C[C@@H]1CN([C@H](C)CO)C(=O)c2cc(NS(=O)(=O)c3ccc(F)cc3)ccc2O[C@@H]1CN(C)S(=O)(=O)c1ccc(F)cc1
6	CC(C)NC(=O)N(C)C[C@H]1Oc2ccc(NS(=O)(=O)c3cccs3)cc2CC(=O)N([C@@H](C)CO)C[C@@H]1C
entry no.,1,2,3,4,5,6
INS-1E ATP HTS,0,-7,-1,6,0,15
T cruzi intra,-11,3,-10,8,16,-15

3 entries from above in a different format:
entry | smiles | INS-1E ATP HTS | T cruzi intra
4 | C[C@H](CO)N1C[C@H](C)[C@@H](CN(C)C(=O)Nc2ccc3c(c2)OCO3)Oc2ccc(NC(=O)Nc3cccc4ccccc34)cc2C1=O | 6 | 8
5 | C[C@@H]1CN([C@H](C)CO)C(=O)c2cc(NS(=O)(=O)c3ccc(F)cc3)ccc2O[C@@H]1CN(C)S(=O)(=O)c1ccc(F)cc1 | 0 | 16
6 | CC(C)NC(=O)N(C)C[C@H]1Oc2ccc(NS(=O)(=O)c3cccs3)cc2CC(=O)N([C@@H](C)CO)C[C@@H]1C | 15 | -15

Continuation.
7	C[C@H](CO)N1C[C@H](C)[C@H](CN(C)Cc2ccc(C(=O)O)cc2)Oc2ccc(NC(=O)CCN3CCOCC3)cc2CC1=O
8	C[C@H](CO)N1C[C@H](C)[C@H](CN(C)C(=O)Nc2cccc3ccccc23)Oc2ccc(NC(=O)NC3CCCCC3)cc2C1=O
9	CC(C)NC(=O)N(C)C[C@@H]1Oc2ccc(NC(=O)Cc3cn(C)c4ccccc34)cc2C(=O)N([C@@H](C)CO)C[C@H]1C
10	C[C@H]1CN([C@@H](C)CO)C(=O)CCCn2cc(nn2)CO[C@H]1CN(C)S(=O)(=O)c1ccccc1F
11	CCCN(C)C[C@@H]1Oc2ncc(-c3cccc(C(F)(F)F)c3)cc2C(=O)N([C@H](C)CO)C[C@@H]1C
12	COc1ccc(NC(=O)Nc2cccc3c2O[C@H](CN(C)Cc2ccc(C(F)(F)F)cc2)[C@@H](C)CN([C@@H](C)CO)C3=O)cc1
entry no.,7,8,9,10,11,12
INS-1E ATP HTS,10,-26,-2,.,.,-20
T cruzi intra,-33,13,-19,2,36,30

13	C[C@@H]1CN([C@H](C)CO)C(=O)c2cc(NC(=O)C3CC3)ccc2O[C@@H]1CN(C)C(=O)Nc1cccc2ccccc12
14	Cc1noc(C)c1S(=O)(=O)Nc1ccc2c(c1)CC(=O)N([C@@H](C)CO)C[C@H](C)[C@H](CN(C)S(=O)(=O)c1c(C)noc1C)O2
15	COc1ccc(CN(C)C[C@H]2Oc3ccc(NC(=O)C4CC4)cc3C(=O)N([C@@H](C)CO)C[C@@H]2C)cc1
16	Cc1ccc(S(=O)(=O)Nc2ccc3c(c2)C(=O)N([C@@H](C)CO)C[C@H](C)[C@H](CN(C)C(=O)Nc2cccc4ccccc24)O3)cc1
17	COc1ccc(NC(=O)N(C)C[C@@H]2Oc3c(NC(=O)NC4CCCCC4)cccc3C(=O)N([C@H](C)CO)C[C@H]2C)cc1
18	C[C@@H]1CN([C@H](C)CO)C(=O)Cc2cc(NC(=O)Nc3ccc(F)cc3)ccc2O[C@@H]1CN(C)S(C)(=O)=O
entry no.,13,14,15,16,17,18
INS-1E ATP HTS,-1,-1,.,.,2,6
T cruzi intra,-16,-9,6,-8,2,9

19	COc1ccc(NC(=O)N(C)C[C@H]2Oc3ccc(NS(C)(=O)=O)cc3C(=O)N([C@@H](C)CO)C[C@@H]2C)cc1
20	Cc1noc(C)c1NC(=O)Nc1ccc2c(c1)CC(=O)N([C@@H](C)CO)C[C@H](C)[C@H](CN(C)C(=O)Nc1ccc3c(c1)OCO3)O2
21	C[C@@H]1CN([C@H](C)CO)C(=O)c2cccc(NC(=O)Nc3cccc4ccccc34)c2O[C@@H]1CN(C)S(=O)(=O)c1ccc(Cl)cc1
22	COc1ccc(S(=O)(=O)N(C)C[C@H]2Oc3ccc(NS(C)(=O)=O)cc3C(=O)N([C@H](C)CO)C[C@H]2C)cc1
23	Cc1ccc(S(=O)(=O)N(C)C[C@H]2OCCCC[C@@H](C)Oc3ccc(NS(=O)(=O)c4ccc(F)cc4)cc3C(=O)N([C@H](C)CO)C[C@@H]2C)cc1
24	Cc1ccc(S(=O)(=O)Nc2cccc3c2O[C@@H](CN(C)S(=O)(=O)c2ccc(Cl)cc2)[C@@H](C)CN([C@@H](C)CO)C3=O)cc1
entry no.,19,20,21,22,23,24
INS-1E ATP HTS,2,7,3,.,-12,1
T cruzi intra,-19,-15,9,-2,22,13

25	C[C@H]1CN([C@@H](C)CO)C(=O)c2cccc(NS(=O)(=O)c3cn(C)cn3)c2O[C@H]1CN(C)C(=O)Nc1ccc(C(F)(F)F)cc1
26	C[C@@H]1CN([C@@H](C)CO)C(=O)c2cc(NS(=O)(=O)c3ccccc3)ccc2O[C@H]1CN(C)S(=O)(=O)c1ccc(F)cc1
27	Cc1ccc(S(=O)(=O)N(C)C[C@@H]2Oc3ccc(NC(=O)C4CCCCC4)cc3C(=O)N([C@@H](C)CO)C[C@H]2C)cc1
28	O=C(N/N=C/c1ccc([N+](=O)[O-])s1)c1ccccc1O
29	C[C@@H]1CN([C@@H](C)CO)C(=O)c2cc(NS(=O)(=O)c3cccs3)ccc2O[C@H]1CN(C)Cc1ccc(C(=O)Nc2ccccc2N)cc1
30	C[C@@H]1CN([C@H](C)CO)C(=O)c2cccc(NC(=O)NC3CCCCC3)c2O[C@H]1CN(C)S(=O)(=O)c1ccccc1
entry no.,25,26,27,28,29,30
INS-1E ATP HTS,-1,0,-9,-13,-5,0
T cruzi intra,-23,0,3,27,14,16

31	C[C@@H]1CN([C@H](C)CO)C(=O)Cc2cc(NC(=O)Cc3cn(C)c4ccccc34)ccc2O[C@@H]1CN(C)Cc1ccc(C(=O)O)cc1
32	C[C@@H]1CN([C@H](C)CO)C(=O)Cc2cc(N(C)C)ccc2O[C@H]1CN(C)C(=O)Nc1ccc2c(c1)OCO2
33	C[C@H]1CN([C@@H](C)CO)C(=O)c2cc(NC(=O)CCN3CCOCC3)ccc2O[C@@H]1CN(C)Cc1ccc2c(c1)OCO2
34	C[C@@H]1CN([C@H](C)CO)C(=O)Cc2cc(NS(=O)(=O)c3ccc(Cl)cc3)ccc2O[C@H]1CN(C)S(C)(=O)=O
35	COc1ccc(S(=O)(=O)Nc2cccc3c2O[C@H](CN(C)S(=O)(=O)c2ccc(OC)cc2)[C@H](C)CN([C@@H](C)CO)C3=O)cc1
36	C[C@@H]1CN([C@H](C)CO)C(=O)CCCn2cc(nn2)CO[C@@H]1CN(C)C(=O)C1CCCCC1
entry no.,31,32,33,34,35,36
INS-1E ATP HTS,2,-3,-6,9,6,.
T cruzi intra,-5,-6,1,-11,42,-10

37	Cc1ccccc1S(=O)(=O)N(C)C[C@@H]1OCc2cnnn2CCCC(=O)N([C@H](C)CO)C[C@@H]1C
38	CC(C)NC(=O)N(C)C[C@H]1Oc2c(NC(=O)C3CCCCC3)cccc2C(=O)N([C@@H](C)CO)C[C@H]1C
39	COc1ccc(CN(C)C[C@@H]2Oc3ccc(NC(=O)NC(C)C)cc3C(=O)N([C@@H](C)CO)C[C@H]2C)cc1
40	Cc1noc(C)c1S(=O)(=O)Nc1ccc2c(c1)C(=O)N([C@H](C)CO)C[C@H](C)[C@H](CN(C)S(=O)(=O)c1ccc(F)cc1)OCCCC[C@@H](C)O2
41	C[C@H]1CN([C@@H](C)CO)C(=O)Cc2cc(NC(=O)Cn3cnnn3)ccc2O[C@H]1CN(C)S(=O)(=O)c1ccc(F)cc1
42	C[C@H](CO)N1C[C@H](C)[C@H](CN(C)C(=O)Nc2ccc3c(c2)OCO3)Oc2ccc(NS(=O)(=O)c3ccccc3)cc2C1=O
entry no.,37,38,39,40,41,42
INS-1E ATP HTS,.,11,-1,5,9,.
T cruzi intra,-6,-14,-5,15,-15,1

43	CC(C)NC(=O)Nc1cccc2c1O[C@H](CN(C)Cc1ccc(Oc3ccccc3)cc1)[C@@H](C)CN([C@H](C)CO)C2=O
44	C[C@H](CO)N1C[C@H](C)[C@H](CN(C)Cc2ccccc2)Oc2ccc(NC(=O)C3CC3)cc2CC1=O
45	C[C@@H]1CCCCO[C@@H](CN(C)S(=O)(=O)c2cccs2)[C@@H](C)CN([C@H](C)CO)C(=O)c2cc(NC(=O)Nc3ccc(C(F)(F)F)cc3)ccc2O1
46	C[C@H]1CN([C@@H](C)CO)C(=O)c2cc(NC(=O)Nc3ccc4c(c3)OCO4)ccc2O[C@@H]1CN(C)C(=O)Nc1ccc(F)cc1
47	COc1ccc(CN(C)C[C@@H]2Oc3ccc(NS(=O)(=O)c4cn(C)cn4)cc3C(=O)N([C@H](C)CO)C[C@H]2C)cc1
48	Cc1ccc(S(=O)(=O)N(C)C[C@@H]2Oc3ccc(NC(=O)Cc4ccccc4)cc3CC(=O)N([C@H](C)CO)C[C@H]2C)cc1
entry no.,43,44,45,46,47,48
INS-1E ATP HTS,-21,-13,-12,3,12,6
T cruzi intra,34,-3,67*,-7,-15,5

49	C[C@H]1CN([C@@H](C)CO)C(=O)Cc2cc(NC(=O)CCN3CCOCC3)ccc2O[C@@H]1CN(C)C(=O)Nc1cccc2ccccc12
50	C[C@H](CO)N1C[C@H](C)[C@@H](CN(C)C(=O)Nc2ccccc2)Oc2ccc(NC(=O)CCC(F)(F)F)cc2C1=O
51	C[C@@H]1CN([C@H](C)CO)C(=O)c2cc(NS(=O)(=O)c3cn(C)cn3)ccc2O[C@H]1CN(C)C(=O)Nc1cccc2ccccc12
52	C[C@H]1CN([C@@H](C)CO)C(=O)c2cc(NC(=O)Cc3cn(C)c4ccccc34)ccc2O[C@H]1CN(C)CC1CCCCC1
53	C[C@@H]1CN([C@H](C)CO)C(=O)c2cccc(NC(=O)Nc3ccc4c(c3)OCO4)c2O[C@H]1CN(C)S(C)(=O)=O
54	C[C@@H]1CN([C@H](C)CO)C(=O)c2cccc(NS(=O)(=O)c3ccc(Cl)cc3)c2O[C@H]1CN(C)C(=O)Nc1ccc(F)cc1
entry no.,49,50,51,52,53,54
INS-1E ATP HTS,-7,4,6,.,5,8
T cruzi intra,-13,-25,-11,14,15,-17

55	C[C@@H]1CN([C@@H](C)CO)C(=O)c2cc(NS(=O)(=O)c3cccs3)ccc2O[C@H]1CN(C)C
56	CC(C)NC(=O)Nc1cccc2c1O[C@H](CN(C)Cc1ccc(Oc3ccccc3)cc1)[C@@H](C)CN([C@@H](C)CO)C2=O
57	CC(C)NC(=O)Nc1ccc2c(c1)C(=O)N([C@H](C)CO)C[C@H](C)[C@@H](CN(C)S(C)(=O)=O)O2
58	C[C@@H]1CN([C@@H](C)CO)C(=O)CCCn2nncc2CO[C@@H]1CN(C)Cc1ccc(-c2ccccc2)cc1
59	C[C@@H]1CN([C@H](C)CO)C(=O)c2cccc(NC(=O)NC3CCCCC3)c2O[C@@H]1CN(C)Cc1ccc(C(=O)Nc2ccccc2N)cc1
60	C[C@@H]1CN([C@H](C)CO)C(=O)c2cccc(NC(=O)NC3CCCCC3)c2O[C@@H]1CN(C)CC1CCCCC1
entry no.,55,56,57,58,59,60
INS-1E ATP HTS,0,-29,8,.,17,-9
T cruzi intra,-1,34,-10,6,67*,-37

61	C[C@H](CO)N1C[C@H](C)[C@H](CN(C)C(=O)NC2CCCCC2)Oc2ccc(NC(=O)Nc3cccc4ccccc34)cc2CC1=O
62	Cc1ccc(S(=O)(=O)N(C)C[C@@H]2Oc3ccc(NC(=O)Nc4ccccc4)cc3C(=O)N([C@@H](C)CO)C[C@@H]2C)cc1
63	C[C@@H]1CN([C@@H](C)CO)C(=O)c2cccc(NS(=O)(=O)c3cccs3)c2O[C@@H]1CN(C)C(=O)Nc1cccc2ccccc12
64	Cc1ccc(S(=O)(=O)Nc2ccc3c(c2)C(=O)N([C@@H](C)CO)C[C@H](C)[C@H](CN(C)S(=O)(=O)c2ccc(F)cc2)O3)cc1
65	Cc1noc(C)c1NC(=O)Nc1ccc2c(c1)CC(=O)N([C@@H](C)CO)C[C@@H](C)[C@@H](CN(C)C(=O)NC(C)C)O2
66	Cc1ccc(S(=O)(=O)Nc2ccc3c(c2)CC(=O)N([C@@H](C)CO)C[C@H](C)[C@H](CN(C)C(=O)Nc2ccccc2)O3)cc1
67	C[C@H]1CN([C@@H](C)CO)C(=O)Cc2cc(NS(=O)(=O)c3ccccc3)ccc2O[C@H]1CN(C)Cc1ccc(-c2ccccc2)cc1
68	Cc1noc(C)c1S(=O)(=O)N(C)C[C@H]1Oc2c(cccc2N(C)C)C(=O)N([C@@H](C)CO)C[C@@H]1C
entry no.,61,62,63,64,65,66,67,68
INS-1E ATP HTS,6,13,6,.,-9,3,2,2
T cruzi intra,-9,-16,-6,0,-16,-6,3,-1
